# High-throughput results from PubChem BioAssay.
# S3 lipid droplet = qHTS Assay for Lipid Storage Modulators in Drosophila S3 Cells; Potency in µM for hits, for the others lipid storage change, negative = inhibition, % at the top dose, mostly 46.1 µM; 0.64% of 320,000 active; Drosophila S3 cells, BODIPY lipid droplet fluorescence, 18-24 h; cells fed with added oleic acid; active = well fitted inhibition curve with a large enough effect in the signal ratio, with a control signal flat, not every such curve was filed as active; inconclusive = small, poorly fitted or top-dose-only effect, or effect the other way, or a change in a side signal; the % refers to the signal ratio
#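 Drosophila S3 cells got compounds at several concentrations plus oleic acid (400 uM solution). Laser-scanning cytometry with 488 nm excitation read lipid droplets at 500-530 nm and cells at 575-640 nm. Percent activity was relative to 20 uM Triacsin C.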
# S3 lipid droplet cell count max = recorded beside S3 lipid droplet, whose call it bears; cell number change, %; measured here: cell count max response;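 cells counted by Cell Tracker Red CMTPX staining in the red channel; peak over a dose series mostly up to 46.1 µM; percent activity relative to internal control wells on each plate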
# * marks the source's active call; other numbers are inactive results; i = inactive; ? = inconclusive; . = not tested or not shown. % is set by controls: 0 for no effect and ±100 for the full control effect; potency is the fitted concentration of half-maximal effect.
# Order of results: S3 lipid droplet, S3 lipid droplet cell count max
- O=C(CN1CCCCC1)N=Nc1c(O)[nH]c2ccccc12
    ?, .
- Cc1cnc(C(=O)Nc2nnc(C(C)C)s2)cn1
    ?, .
- Cc1cccc(-n2ncc3c(NC4CCCCC4)ncnc32)c1
    -1%, -1
- CC(C)C(=O)N=C1SC2CS(=O)(=O)CC2N1Cc1ccccc1 (configuration not stated)
    ?, .
- CC(C)C[C@H](NC(=O)c1nc[nH]c1C(=O)N[C@@H](CCCCNC(=O)OC(C)(C)C)C(=O)OC(C)(C)C)C(=O)OC(C)(C)C
    5%, -15
- COc1ccccc1/C=C/C=N/NC(=O)c1cnccn1
    11%, 6
- COc1ccc(-n2nc(C(=O)NCC3CCCO3)c3ccccc3c2=O)cc1 (configuration not stated)
    ?, .
- C/C(CC(=O)Nc1ccc(OCc2ccccc2)cc1)=N\NC(=O)C(=O)Nc1ccccc1C
    -24%, 5
- N#Cc1ccc(NC(=O)COC(=O)CCNS(=O)(=O)c2ccccc2)cc1
    ?, .
- O=C(NCCCn1ccnc1)c1ccccc1Cl
    0%, -5
- CC(=O)Nc1cccc(-n2nnc(SCC(N)=O)n2)c1
    -7%, 12
- CC(C)N1C(=O)C2C(C(=O)NC3CCCCC3)C3C=CC2(O3)C1C(=O)NC1CCCC1 (configuration not stated)
    1%, -15
- CCOC(=O)c1c(C)[nH]c(C)c1S(=O)(=O)N1CCC(c2ccccc2)C1 (configuration not stated)
    i, .
- Cc1cccc(/C=N/NC(=O)c2ccc(NC(=O)c3ccccc3C)cc2)n1
    i, -13
- CCCCN1CCN=C1N(C)C
    ?, .
- Cc1sc2ncn(CC(=O)NCCCN3CC(C)CC(C)C3)c(=O)c2c1S(=O)(=O)N1CC(C)CC(C)C1 (configuration not stated)
    ?, .
- Cc1ccc(Cn2cccc2/C=C2/C(=N)N3C=CSC3=NC2=O)cc1
    ?, .
- O=C(O)c1c(N2CCCCC2)ccc([N+](=O)[O-])c1N1CCCCC1
    ?, .
- N#Cc1cnc(SCC(=O)N2CCCC2)nc1N
    -2%, 6
- COCCn1c(SCC(=O)N2CCOCC2)nnc1-c1ccncc1
    ?, .

# The final seven compounds of the part above lead into the next.
# Order of results: S3 lipid droplet, S3 lipid droplet cell count max
- Cc1cccc(/C=N/NC(=O)c2ccc(NC(=O)c3ccccc3C)cc2)n1
    i, -13
- CCCCN1CCN=C1N(C)C
    ?, .
- Cc1sc2ncn(CC(=O)NCCCN3CC(C)CC(C)C3)c(=O)c2c1S(=O)(=O)N1CC(C)CC(C)C1 (configuration not stated)
    ?, .
- Cc1ccc(Cn2cccc2/C=C2/C(=N)N3C=CSC3=NC2=O)cc1
    ?, .
- O=C(O)c1c(N2CCCCC2)ccc([N+](=O)[O-])c1N1CCCCC1
    ?, .
- N#Cc1cnc(SCC(=O)N2CCCC2)nc1N
    -2%, 6
- COCCn1c(SCC(=O)N2CCOCC2)nnc1-c1ccncc1
    ?, .
- Cc1ccsc1/C=N/N1CCOCC1
    -15%, .
- O=C(O)c1nc(-c2ccccc2)n(-c2ccccc2)n1
    2%, .
- O=C(NCCN1C(=O)C2C3C=CC(C3)C2C1=O)N1CCOCC1 (configuration not stated)
    -3%, -7
- Cc1cc(-c2nn(-c3ccccc3F)cc2CN2CCCC(C(N)=O)C2)c(C)s1 (configuration not stated)
    ?, .
- O=C(COc1ccc(-c2ccccc2)cc1)N1CCCC1
    ?, .
- Nc1nc2c(s1)C(=O)CCC2
    ?, .
- COc1ccc(CC(=O)NCC(=O)N/N=C/c2ccc(C)o2)cc1
    1%, 10
- Cc1ccccc1Nc1nc(-c2sc(NC(=O)c3ccc([N+](=O)[O-])cc3)nc2C)cs1
    ?, .
- CC1CCN(c2c(NCc3ccc(C(=O)N(C)C4CCCCC4)cc3)c(=O)c2=O)CC1
    -6%, -8
- O=C(/C=C/c1ccc2ccccc2n1)N1CCN(S(=O)(=O)c2ccccc2F)CC1
    0%, -15
- CC(=O)C(Sc1ccc2nnc(-c3ccc(C)cc3)n2n1)C(C)=O
    i, .
- CCn1c(COc2cccc(OC)c2)nnc1SCC(=O)Nc1cccc(OC)c1
    ?, .
- CCCN(CC(=O)Nc1ccccc1OC)C(=O)CSC(=S)N1CCCC1
    14%, -9
- O=C(N/N=C/c1coc2ccccc2c1=O)c1ccc(Cl)cc1
    ?, .
- O=C(Nc1cc2c3c(c1)CC(=O)N3CCC2)c1ccccc1C(F)(F)F
    ?, .
- Cc1c(C=O)c2ccccn2c1C(=O)c1ccccc1
    ?, .
- Cc1ccc(-n2c(Cc3ccccc3)n[nH]c2=S)c(C)c1
    ?, .
- CC(C)C(NC(=O)c1ccccc1)C(=O)NC1CCCc2ccccc21 (configuration not stated)
    ?, .
- O=C(CN1C(=O)c2cccnc2Oc2ccc(Cl)cc21)NCCc1ccccc1
    i, 11
- Cc1cc(C(=O)COC(=O)c2cc(Cl)ccc2N)c(C)n1Cc1ccco1
    ?, .
- COc1ccc(CC(=O)Nc2cc(Cl)ccc2N2CCCC2)cc1
    i, -23
- Cc1ccc(NC(=S)N(CCCN(C)C)Cc2cc3cc4c(cc3[nH]c2=O)OCO4)c(C)c1
    ?, .
- COC(=O)c1ccc(C2Nc3ccccc3NC3=C2C(=O)CC(C)(C)C3)cc1 (configuration not stated)
    ?, .
- COc1ccc(OC)c(S(=O)(=O)NCCC2=CCCCC2)c1
    i, .
- O=C(NCCc1ccc(Cl)cc1)c1ccc2c(c1)OCCO2
    i, 18
- O=C1C2CCCCC2C(=O)N1c1ccc(NC2CCN(Cc3ccccc3)CC2)c([N+](=O)[O-])c1 (configuration not stated)
    ?, .
- CC(=O)Nc1ccc(NC(=O)CCn2nnc3ccccc32)cc1
    -5%, 2
- COC(=O)c1ccc(OCCn2cnc3ccccc3c2=O)cc1
    16%, 1
- Cc1cccc(NS(=O)(=O)c2c(C)nc3scc(C)n3c2=O)c1
    i, 19
- Cc1cc(C)n(CC(O)COc2ccc3ccccc3c2)n1 (configuration not stated)
    -2%, -4
- O=[N+]([O-])/C(C(=C(Cl)Cl)N1CCOCC1)=C1\NCCO1
    -8%, 2
- O=c1cccc2n1Cc1cc3ccccc3nc1-2
    ?, .
- COC(=O)c1ccc(CSc2nc3c(c(=O)n2-c2ccccc2)SCC3)o1
    ?, .
- COC(=O)c1c(NC(=O)c2cnccn2)sc2c1CCC2
    ?, .
- O=C(NCCCn1ccnc1)c1ccc(Br)s1
    ?, .
- COc1ccc(NC(=O)CN2C(=O)C(c3ccccc3)=NC23CCCCCC3)cc1
    2%, -1
- N#CC1(NC(=O)COC(=O)c2cc([N+](=O)[O-])ccc2N2CCOCC2)CCCCC1
    ?, .
- CN(C)c1cccc(C(=O)Nc2cc(C(F)(F)F)ccc2-n2cnc3ccccc32)c1
    23%, 2
- Cc1nn(CC(=O)OCC(=O)Nc2ccccc2[N+](=O)[O-])c(C)c1[N+](=O)[O-]
    ?, .
- Cc1nn(-c2ccccc2)c2sc(-c3n[nH]c(=S)o3)cc12
    ?, .
- CCOc1ccc(C(=O)Nc2nnc(SCC(=O)NCC3CCCO3)s2)cc1OCC (configuration not stated)
    -13%, -1
- CC1CCC2C(C1)OS(=O)(=O)NC2(C)C (configuration not stated)
    ?, .
- CC(c1ccccc1)N(NC(=O)C(O)(c1ccccc1)c1ccccc1)C(=O)c1ccccc1 (configuration not stated)
    ?, .
- OCCCNc1ncnc2c1[nH]c1ccccc12
    16%, 5
- CCOC(=O)n1c(=O)n(C)c2ccc(Cl)cc21
    ?, .
- N=C1C(c2nc(-c3cccc([N+](=O)[O-])c3)cs2)=C(O)CN1NC(=O)c1ccco1
    ?, .
- CCOC(=O)c1c(NC(=O)CN2CCCCC2)sc(C)c1C
    -1%, 22
- O=C(c1cc(-c2ccc(F)cc2)on1)N1CCCCCC1
    ?, .
- CSc1cccc(NC(=S)N2CCC(N(C)C3CCCCC3)CC2)c1
    0%, 17
- CC1CN(C(=S)NC2CCCC2)CC(C)O1 (configuration not stated)
    ?, .
- Cc1ccc(NC(=S)N(CCCN2CCOCC2)Cc2ccco2)cc1
    ?, .
- COC(=O)c1ccc(NC(=O)CSc2nnc(COc3c(C)cccc3C)o2)cc1
    ?, .
- Cc1cccc(NC(=S)N(CCCN(C)C)Cc2cc3cc4c(cc3[nH]c2=O)OCO4)c1
    27%, 26
- Cc1nc2ccc(C(=O)N/N=C/c3ccccc3O)cc2[nH]1
    ?, .
- N#C/C(=C\c1ccncc1)C(N)=O
    ?, .
- Cc1ccc(/C=C(\NC(=O)c2ccccc2)C(=O)NC(Cc2ccccc2)C(=O)O)cc1 (configuration not stated)
    ?, .
- CCC(C)(C)C1CCC(=NNS(=O)(=O)c2ccc(C)c([N+](=O)[O-])c2)CC1 (configuration not stated)
    3%, 1
- CC1CCN(c2nc3ccc(C(=O)NCCCN4CCCCC4C)cc3s2)CC1 (configuration not stated)
    i, -4
- COc1ccc(CC(=O)OCn2nnc3ccccc3c2=O)cc1OC
    9%, -17
- CNNC(=S)NC1CC2CC1C1C=CCC21 (configuration not stated)
    15%, 18

# 3 of the compounds above, comma-delimited:
compound,S3 lipid droplet,S3 lipid droplet cell count max
CSc1cccc(NC(=S)N2CCC(N(C)C3CCCCC3)CC2)c1,0%,17
CC1CN(C(=S)NC2CCCC2)CC(C)O1 (configuration not stated),?,.
Cc1ccc(NC(=S)N(CCCN2CCOCC2)Cc2ccco2)cc1,?,.

# (next part)
# Order of results: S3 lipid droplet, S3 lipid droplet cell count max
- COc1cc(C(=O)Nc2cccc(C)n2)ccc1OCC(=O)N1CCOCC1
    ?, .
- COc1ccc(NC(=O)CN2CCN(S(=O)(=O)c3ccc(C(C)C)cc3)CC2)cc1OC
    ?, .
- CCCCc1cc(=O)oc2cc(C)cc(O)c12
    -23%, -3
- CCN(C(=O)CN1C=NS(=O)(=O)c2ccccc21)c1ccccc1
    15%, 12
- CC(NC(=O)c1cc(COc2ccccc2)on1)c1nccs1 (configuration not stated)
    ?, .
- Cc1ncc(CSCC(=O)Nc2cc(C(F)(F)F)ccc2Cl)c(CO)c1O
    -1%, -3
- Cc1cccc(S(=O)(=O)c2c(N)n(-c3ccccc3)c3nc4ccccc4nc23)c1
    ?, .
- COc1ccc(NC(=O)CSCC(=O)NCc2ccco2)cc1
    ?, .
- Clc1ccc(CSc2nccn2Cc2ccccc2)cc1
    -7%, 1
- COc1ccc(S(=O)(=O)N2CCCCC2)cc1NCC(=O)Nc1ccc(C)cc1
    11%, -1
- COc1ccc(C(=O)C2CCCN(C(=O)c3cccc(N4CCCC4=O)c3)C2)cc1OC (configuration not stated)
    18%, 8
- CC(=O)c1cccc(-n2nnnc2SCC(=O)Nc2cccc(NC(=O)c3ccco3)c2)c1
    ?, .
- CS(=O)(=O)c1ccc2nc(NC(=O)CN3C(=O)C4CC=CCC4C3=O)sc2c1 (configuration not stated)
    -19%, .
- Cc1ccccc1N(C(=O)Cn1nnc(-c2cccs2)n1)C(C(=O)NCCC(C)C)c1ccco1 (configuration not stated)
    1%, -5
- O=C(Nc1ccc2c(c1)OCO2)C(c1ccccc1)N1CCN(C(=O)c2ccco2)CC1 (configuration not stated)
    ?, .
- O=C(CCn1cnnn1)Nc1ccc(F)cc1
    ?, .
- Cc1ccc(C)c(NC(=S)NNc2ccc(F)cc2F)c1
    ?, .
- COCCn1c(SCC(N)=O)nnc1-c1c[nH]c2ccccc12
    ?, .
- C=CCN(C(=O)c1ccc2snnc2c1)c1ccccc1
    i, 12
- COc1ccccc1-c1coc2cc(O)cc(O)c2c1=O
    ?, .
- CN(C(=O)NC1CCCCC1)c1ccccc1
    ?, .
- CCOC(=O)CNc1nc(C(C)(C)C)nc2c1nnn2Cc1ccccc1
    7%, -13
- C#CCOCCOCCOCCNc1nc(N2CCN(C(=O)[C@H](CCC(=O)O)n3cc(C(N)[C@H](C)CC)nn3)CC2)nc(N2CCN(C(=O)[C@H](CCC(=O)O)n3cc(C(N)[C@H](C)CC)nn3)CC2)n1 (some centres not stated)
    -5%, -4
- CCC(Oc1cc(Cl)ccc1Cl)C(=O)NNC(=O)CCC(=O)O (configuration not stated)
    -2%, 13
- CC(C)(C)n1ncc2c(=O)n(CC(=O)N3CCCCC3)cnc21
    ?, .
- NC(=O)COc1ncnc2scc(-c3ccc(F)cc3)c12
    ?, .
- FC(F)(F)c1ccc2c(c1)[nH]c(=S)n2C1CC1
    0%, -10
- O=C(O)CC1(CC(=O)NCc2ccncc2)CCCCC1
    0%, -11
- CCC1(c2ccc(F)cc2)NC(=O)N(CC(=O)Nc2ccc(C(N)=O)cc2)C1=O (configuration not stated)
    ?, .
- Cc1ccc(S(=O)(=O)N(C)C)cc1NC(=O)COC(=O)/C=C/c1ccc(F)cc1
    14%, 9
- CN(Cc1cccnc1)C(=O)CCCc1c[nH]c2ccccc12
    68%, -8
- Cc1cccc(C(=O)Oc2cc(C)[nH]c(=O)c2[N+](=O)[O-])c1
    ?, .
- CCCSc1nnc(NC(=O)c2ccco2)s1
    ?, .
- Cc1cc(C)c(OCC(=O)NCCCn2nc(C)cc2C)c(C)c1
    8%, -4
- O=C(Nc1ccc(NC(=O)c2cccs2)cc1)c1cccnc1
    ?, .
- Oc1oc(-c2ccccc2)nc1C=NCc1ccccc1
    -15%, -15
- O=C1CC(SCc2nc3ccccc3[nH]2)C(=O)N1c1cccc(Cl)c1 (configuration not stated)
    0%, 12
- Cc1ccc(C(=O)c2cnc3cc4c(cc3c2S(=O)(=O)c2ccccc2)OCCO4)cc1
    -7%, 4
- CCN(CC)c1ccc(NC(=S)NCC2CCCO2)cc1 (configuration not stated)
    2%, 7

# The list is partial. The share of hits here may be higher or lower than overall.
